# Assay outcomes: PubChem, Broad Institute
# BL2 CD40 inh = CD40 pathway inhibition in BL2 cells; BL2 NF-kB luciferase reporter, CD40L-induced, 4 h; 83,000 tested, 0.94% active; inhibition, % at 10 µM; AID 1053188;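 active = mean inhibition of at least 50% with a set share of replicates also reaching that level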;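 note: 0% = neutral control wells and 100% = IKK inhibitor VII at 50 µM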
# The depositor's hits bear a star; [ ] = another dose, or the depositor's remark. Only part of the results is shown (hit frequency here may not be typical).
SMILES,BL2 CD40 inh
C/C=C/c1ccc2c(c1)[C@H]1[C@H](CCN1S(=O)(=O)c1cccc(F)c1)[C@@H](CO)N2,-11[25 µM]
O=C(C1CCOCC1)N1C[C@@H]2[C@H](c3ccccc31)[C@H](CO)N2C(=O)Nc1cccc(F)c1,1
COc1cc(NC(=O)COC(=O)Cn2cnc3c2c(=O)n(C)c(=O)n3C)cc(OC)c1,-12
Cc1cc(Br)ccc1NC(=O)CNC(=O)CNc1cccc([N+](=O)[O-])c1,-15
Nc1cc(Cl)ccc1C(=O)OCC(=O)NCC1CCCO1 (stereo not drawn),-4
O=C(Nc1ncccc1O)c1cccc(S(=O)(=O)N2CCCC2)c1,6
CC(C)NC(=O)CCCc1ccccc1,-15
COc1ccc([N+](=O)[O-])cc1NC1C2CC3CC(C2)CC1C3 (stereo not drawn),10
CCNC(=O)c1c(O)c2cccc3c2n(c1=O)CC3,-64
OC[C@@H]1[C@@H](c2ccc(-c3cccnc3)cc2)[C@@H]2CN(Cc3ccccn3)CCCCN12,-15[25 µM]
Cc1ccc(S(=O)(=O)N(C)C[C@H]2Oc3ccc(NC(=O)CCCN(C)C)cc3C(=O)N([C@@H](C)CO)C[C@@H]2C)cc1,-1[25 µM]
CCCNC(=O)C[C@H]1CC[C@@H]2[C@@H](COc3ccc(NC(=O)NCCC)cc3C(=O)N2C)O1,-3
COCCNC(=O)C1CCCN(C(=O)COc2ccc(C(C)(C)C)cc2)CC1 (stereo not drawn),-26
COc1ccc(Cl)c(-c2cc(C(=O)Nc3ccccc3)[nH]n2)c1,-68
CO[C@@H]1CN(C)C(=O)c2cc(NC(=O)c3cc(C)on3)ccc2OC[C@H](C)N(C(=O)C2CC2)C[C@@H]1C,2
O=C1NC(Cc2ccccc2)C(=O)N1CC(=O)N1CCCc2ccccc21 (stereo not drawn),-4
N#CCCCn1c(=O)oc2ccccc21,7
CCN(CC)CC(=O)NC12CC3CC(CC(C3)C1)C2,13
O=C(Cn1nnc2ccccc2c1=O)Nc1ccc2c(c1)CCC2,-3
CCc1cccc(OCCOC(=O)CNS(=O)(=O)c2ccc(NC(C)=O)cc2)c1,-3
CCCn1c(SC(C)C(=O)NC2CCCC2)n[nH]c1=O (stereo not drawn),3
CCN(C(=O)COC(=O)C1CCN(S(=O)(=O)c2ccc(C)c(C)c2)CC1)C1CCCCC1,8
Cn1nc(-c2ccccc2)c2cc([N+](=O)[O-])ccc21,-3
COCCNC(=O)C[C@@H]1C[C@@H]2c3cc(NC(=O)CN(C)C)ccc3O[C@@H]2[C@@H](CO)O1,-2[25 µM]
Cc1ccc(S(=O)(=O)N(Cc2ccc(C(F)(F)F)cc2)C(=O)N2CCN(C)CC2)cc1,-7

# An excerpt from above in order of the BL2 CD40 inh value, descending.
SMILES,BL2 CD40 inh
COc1ccc([N+](=O)[O-])cc1NC1C2CC3CC(C2)CC1C3 (stereo not drawn),10
Nc1cc(Cl)ccc1C(=O)OCC(=O)NCC1CCCO1 (stereo not drawn),-4
Cc1ccc(S(=O)(=O)N(Cc2ccc(C(F)(F)F)cc2)C(=O)N2CCN(C)CC2)cc1,-7
CC(C)NC(=O)CCCc1ccccc1,-15

# Further compounds follow.
SMILES,BL2 CD40 inh
CCc1ccc(-c2nnn(CC(=O)N(C3CCCC3)C3CCS(=O)(=O)C3)n2)cc1 (stereo not drawn),-3
COc1cccc(C(=O)N2CCn3c2nc2ccccc23)c1,-23
O=C(NC1CCCC1)[C@H]1N[C@H]2c3ccc(-c4cccc(F)c4)c(=O)n3C[C@H]2[C@@H]1CO,4
CC(=O)c1cccc(-c2ccnc3c2CC(C(=O)NCc2ccc(N4CCN(C)CC4)cc2)O3)c1 (stereo not drawn),-6
Oc1c(Cl)cc(CN2CCOCC2)c2cccnc12,-25
COc1ccc2c3c(n(C)c2c1)[C@@H](CO)N(CC1CC1)CC31CN(Cc2ccc(F)cc2)C1,5[25 µM]
CCC(=O)N1C[C@H]2[C@@H](c3ccccc31)[C@H](CO)N2C(=O)CC1CC1,0[25 µM]
CCC(=O)N1Cc2cc(C(=O)N3CCCCC3)nc(-c3cccc(-c4cccnc4)c3)c2[C@H]1CCO,1[25 µM]
CN(C)C(=O)c1ccc(-c2ccc([C@H]3[C@H](CO)N4CCCCN(CC5CC5)C[C@@H]34)cc2)cc1,-5[25 µM]
CCN1CCCC(NC(=O)c2scc3c2CCCC3)C1 (stereo not drawn),-1
CCC(=O)Nc1nc(C)nc(C)c1C(C)=O,0
COCC1CCN(Cc2c(C(=O)N3CCOCC3)nc3c(C)cccn23)C1 (stereo not drawn),-1
CCOc1ccc(OCCOC(=O)CNC(=O)c2ccc(Cl)cc2Cl)cc1,1
COc1ccc(-c2cn(CCO)nc2-c2ccc(OC)cc2)cc1,6
COc1ccc(C(=O)C2CCCN(C(=O)c3cc4nc(C)cc(C)n4n3)C2)cc1F (stereo not drawn),-1
Cc1csc2nc(CCNS(=O)(=O)c3ccc4c(c3)OCCO4)cn12,10
COc1ccc2c(c1)c1ncn(CCCN3CCOCC3)c(=O)c1n2C,14
CC(=O)Nc1ccc(OS(=O)(=O)c2cc(Cl)ccc2C)cc1,7
COc1cccc(CN2CC(C(=O)N(C)C3CCOCC3)CCC2=O)c1 (stereo not drawn),-10
Cc1ccc(CSc2nc3ccsc3c(=O)n2Cc2ccccn2)cc1,13
CC[C@H]1OC(=O)[C@H](C)[C@@H](O[C@H]2C[C@@](C)(OC)[C@@H](O)[C@H](C)O2)[C@H](C)[C@@H](O[C@@H]2O[C@H](C)C[C@H](N(C)C)[C@H]2O)[C@](C)(O)C[C@@H](C)[C@@H]2N[C@@H](COCCOC)O[C@H]([C@H]2C)[C@]1(C)O,-2
C[C@@H]1CCCCO[C@@H](CN(C)C(=O)C2CCCCC2)[C@H](C)CN([C@@H](C)CO)C(=O)c2cc(NS(=O)(=O)c3ccccc3)ccc2O1,21[25 µM]
O=C(c1ccncc1)N1C[C@@H]2N[C@H](C1)C2c1ccc(-c2ccncc2)cc1 (stereo partly drawn),-6[25 µM]
Cc1ccc(/C=C/C(=O)OCC(=O)NCc2ccc(Cl)cc2)o1,51*
Cc1[nH]c2ccc(C(C)C)cc2c1CC(=O)O,2

# In the list so far, 6 have a Cl atom:
SMILES,BL2 CD40 inh
Nc1cc(Cl)ccc1C(=O)OCC(=O)NCC1CCCO1 (stereo not drawn),-4
COc1ccc(Cl)c(-c2cc(C(=O)Nc3ccccc3)[nH]n2)c1,-68
Oc1c(Cl)cc(CN2CCOCC2)c2cccnc12,-25
CCOc1ccc(OCCOC(=O)CNC(=O)c2ccc(Cl)cc2Cl)cc1,1
CC(=O)Nc1ccc(OS(=O)(=O)c2cc(Cl)ccc2C)cc1,7
Cc1ccc(/C=C/C(=O)OCC(=O)NCc2ccc(Cl)cc2)o1,51*

# Next part
SMILES,BL2 CD40 inh
N#C/C(=C/c1ccc(-c2ccc([N+](=O)[O-])cc2)o1)C(=O)Nc1nc(-c2cccs2)cs1,-8
Cc1ccc2nnc(Cl)n2n1,3
COc1ccc(NC(=O)C2CCCN(C(=O)c3ccc(Cl)cc3)C2)cc1S(=O)(=O)N(C)C (stereo not drawn),7
O=C(COc1ccc(S(=O)(=O)N2CCCCC2)cc1)NCc1cccnc1,3
COc1ccc(COc2ccsc2C(=O)Nc2ccc(Cl)cc2)cc1,4
Cc1ccc(C)c(NC(=O)CSc2nc(=O)n(CCN3CCOCC3)c3c2CCCC3)c1,-3
CC(=O)c1c(C)nc2ccccc2c1N,8
O=C(OCC(=O)N1CCN(C(=O)c2ccco2)CC1)c1ccccc1OCc1ccccc1,-6
Cc1cc(C)c(C(N)=O)c(Cl)n1,16
OC[C@H]1[C@@H](c2ccc(/C=C/c3ccccc3)cc2)[C@@H]2CN(Cc3ccncc3)CCCCN12,-28[25 µM]
Cc1ccc(NC(=O)COc2ccccc2)cc1S(=O)(=O)N1CCCCCC1,-8
COc1ccc(NC(=O)CN(C)CC(=O)NC(=O)NC2CCCCC2)cc1,5
COc1ccc(-c2c(C)c3ccc(OCC(C)=O)cc3oc2=O)cc1,-78
S=C(NCCc1cnc[nH]1)NC1CCCC1,14
COC(=O)[C@H](CCSC)NC(=O)Nc1ccc(OC)c(Cl)c1,1
C[C@H](NC(=O)C[C@@H]1CC[C@H]2[C@@H](COC[C@H](O)CN2C(=O)Nc2cccc(Cl)c2)O1)c1ccccc1,4[25 µM]
O=C(NCc1cc(Cl)cc(Cl)c1)c1ccc2sc([C@@H]3O[C@H](CO)[C@H](O)[C@H](O)[C@H]3O)nc2c1,15
CCOC(=O)c1c(S(=O)(=O)NCCCc2ccco2)c(C)n(C)c1C,-2
Cn1c(=O)c2c(nc(NC3CCCCC3)n2Cc2ccccc2)n(C)c1=O,11
C[C@@H]1CN([C@@H](C)CO)C(=O)c2cc(C#CC3(O)CCCC3)cnc2O[C@@H]1CN(C)S(=O)(=O)c1ccc(F)cc1,7[25 µM]
CCNC(=O)[C@@H]1[C@@H](CO)[C@@H]2Cn3c(cccc3=O)[C@@H]2N1C(=O)CC1CC1,3[25 µM]
Cc1cc(C)cc(NC(=O)CN2C(=O)NC(Cc3c[nH]c4ccccc34)C2=O)c1 (stereo not drawn),9
COc1ccc(C(=O)Nc2ccccc2NC(=O)c2ccco2)c(OC)c1,1
COc1ccc(CCNS(=O)(=O)c2cn(C)cn2)cc1OC,-12
O=C(CC1Sc2ccccc2NC1=O)Nc1cccnc1 (stereo not drawn),-7

# Next part
SMILES,BL2 CD40 inh
COc1ccc(CN2CCCCC2C(=O)Nc2ccc(OC)c(OC)c2)cc1OC (stereo not drawn),3
O=C(CN(Cc1ccco1)S(=O)(=O)c1ccccc1)N/N=C/c1ccccc1C(=O)O,15
O=C(c1ccccc1NS(=O)(=O)c1ccc(F)cc1)N1CCCCC1,4
Cc1ccc(S(=O)(=O)Nc2ccc(S(=O)(=O)Nc3nccs3)cc2)cc1C,1
O=C(O)COc1ccc(-c2nccc(-c3ccccn3)n2)cc1,-13
COC(=O)C1=C/C=C\CN(C(c2ccccc2)c2ccccc2)/C=C\1C(=O)OC,24
CC(C)(C)CN1CCNC(=O)C1CC(=O)NC1Cc2ccccc2C1 (stereo not drawn),2
CCSc1nnc(SCC(=O)c2c(N)n(C)c(=O)n(C)c2=O)s1,-12
NC(=O)c1ccc(NC(=O)COC(=O)c2cc3c(s2)CCC3)cc1,7
CN1c2ccc(-c3cccc(F)c3)cc2[C@@H]2[C@@H](CCN2C(=O)c2ccncc2)[C@H]1CO,2[25 µM]
OC[C@H]1Nc2ccc(C#Cc3ccc(F)cc3)cc2[C@@H]2[C@H]1CCN2Cc1ccc2c(c1)OCO2,6[25 µM]
COc1ccc(CN2C[C@H](O)COC[C@H]3O[C@@H](CC(=O)N(C)C)CC[C@@H]32)cc1,4[25 µM]
Cc1cccc(-n2c(SCC(=O)O)nc3sc4c(c3c2=O)CCCC4)c1,0
CCOc1ccccc1C(=O)NC(C(=O)OCn1nnc2ccccc2c1=O)C(C)C (stereo not drawn),3
COc1ccc(NC(=O)N2C[C@@H]3N[C@H](C2)C3c2ccc(-c3cccc(F)c3)cc2)cc1 (stereo partly drawn),-5[25 µM]
CC(C)(C)c1ccc(C(=O)N2CCOC23CCCCC3)cc1,-4
CC(C)c1ccc(C(C(C(=O)c2ccccc2)N2CCOCC2)N2CCOCC2)cc1 (stereo not drawn),-39
Cn1c(=O)c2sccc2n2c(CCCC(=O)NCc3ccc4c(c3)OCO4)nnc12,2
CCOc1ccc2oc(C(=O)OCC(=O)NC(=O)NC3CCCC3)c(C)c2c1,10
O=C(O)COc1ccccc1O,7
Cn1c(=O)[nH]c(N)c(Br)c1=O,7
CCOC(=O)c1c(NC(=O)c2c(Br)cnn2C)c(C#N)nn1-c1ccccc1,16
CS(=O)(=O)N1[C@@H]2Cn3c(ccc(C4=CCCCC4)c3=O)[C@H]1[C@@H](C(=O)N1CCOCC1)[C@@H]2CO,3[25 µM]
CCn1c(SCCC#N)nnc1-c1ccncc1,12
CCN(Cc1ccccc1)C(=O)COC(=O)c1c(C)nsc1NC,12

# The listing continues.
SMILES,BL2 CD40 inh
Cc1ccc(C(=O)NCC2CCCN2S(=O)(=O)c2cccs2)cc1C (stereo not drawn),-75
NC(=O)COC(=O)CNC(=O)c1sc2ccccc2c1Cl,2
CN(c1ccc(C(=O)NCc2ccccn2)cc1)S(C)(=O)=O,-9
Cn1ncc(Cl)c1C(=O)NCc1cc(C(C)(C)C)n[nH]1,8
CSc1nc2[nH]c(=O)[nH]c2c(=O)[nH]1,3
O=C(C[C@H]1C[C@H]2c3cc(NC(=O)NC4CCCC4)ccc3O[C@H]2[C@H](CO)O1)NCc1ccccc1F,-2[25 µM]
COCC#Cc1ccc([C@@H]2[C@H]3CN(C(=O)c4ccncc4)CC(=O)N3[C@H]2CO)cc1,-12[25 µM]
COCc1cn(CC[C@@H]2CC[C@@H](NC(=O)Nc3c(C)noc3C)[C@H](CO)O2)nn1,1[25 µM]
FC(F)(F)c1ccc(NCc2ccccn2)nc1,-55
O=C1CN(N=Cc2ccco2)C(=O)N1,4
O=C(c1ccco1)N1CCn2c1nc1ccccc12,-37
CCOCC(O)CS(=O)(=O)c1ccccn1 (stereo not drawn),8
CCC1CCCCN1C(=O)CSc1nnc2nc(C)cc(C)n12 (stereo not drawn),7
CC(C)(O)C#Cc1cccc(-c2nc(C(=O)N[C@@H]3CCN(Cc4ccccc4)C3)cc3c2[C@H](CCO)N(S(=O)C(C)(C)C)C3)c1 (stereo partly drawn),-10[25 µM]
O=C(c1ccc(CN2CCOCC2)cc1)N1CCN(c2ccccc2)CC1,6
CO/N=C/CC(=O)Nc1ccc(F)cc1F,4
COc1ccc2[nH]cc(C(=O)CCl)c2c1,-25
CC1CC2(C)Oc3ccccc3CC2C(C)C1CNCCCN(C)C (stereo not drawn),0
O=C(CCCOc1ccccc1)Nc1cccc(S(=O)(=O)N2CCCCC2)c1,6
Cc1nn(-c2ccccc2)c(C)c1NC(=O)COC(=O)Cc1cccc(C(F)(F)F)c1,5
CN(C[C@H]1[C@H](c2ccccc2)[C@@H](CO)N1C(=O)C1CC1)C(=O)c1ccccn1,-8[25 µM]
O=C(O)c1ccccc1C(=O)NCC(O)COCC1CC=CCC1 (stereo not drawn),-14
